Assay outcomes: PubChem, National Center for Advancing Translational Sciences (NCATS)
Imprint erasure: induces erasure of genomic imprints in mouse ES cells | AID 1948 | 110,000 compounds, 0.02% hits | Potency, µM (series often up to 60.7 µM), for inactives: top-dose activity change, positive = activation, actives largely listed as activators | mouse ES Peg3-LacZ reporter, beta-gal luminescence, 40 h;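 further: 0% = negative control wells on the plate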
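Imprint erasure is scored as LacZ activity from the silenced maternal Peg3 allele in feeder-free female ES cells cultured 40 h with LIF. Luminescence is normalized to in-plate negative controls and fitted to the Hill equation.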
IkB signaling: suppresses IkB signaling in ABC-DLBCL reporter cells; 110,000 compounds, 0.04% hits; Potency, µM (series often up to 57.1 µM), for the others: top-dose IkBa stabilization activation; ABC-DLBCL IkBa-CBG/CBR dual luciferase ratio, 4 h; response scale: scaled: untreated 0%, proteasome inhibitor 100%; active means well fitted curve in the direction sought with a large enough effect in the signal ratio, not every such curve was filed as active; inconclusive means small, poorly fitted or top-dose-only effect, or a change in a side signal; the % refers to the signal ratio;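 further: the direction sought is a rising ratio; 0% = basal untreated cells and 100% = reference inhibitor full response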
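In this assay, an IκBα–CBG68 fusion accumulates when IKK-driven degradation is blocked; native CBR normalizes for cell number. OCI-Ly3 cells were treated 4 h with compound and doxycycline, then green and red light read after Chroma-Glo addition.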
p53ts 39C kill: cytotoxicity in p53ts cells at nonpermissive temperature | H1299-p53A138V viability at 39C, ATP luminescence, 24 h | Potency, µM (top dose mostly 46.1 µM), inactives show at the highest dose activity change, negative = cell killing, most hits filed as cytotoxic | 130,000 compounds, 1.5% hits | AID 902; further: nearly all actives have a fitted effect of over 55% in size
p53ts 32C tox: p53ts cell cytotoxicity, permissive temperature | H1299-p53A138V at 32C, ATP luminescence viability, 24 h | Potency, µM (top dose mostly 46.1 µM), for inactives: at the top dose activity change, negative = cytotoxicity, actives largely listed as cytotoxic | 130,000 compounds, 0.93% hits | AID 924;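 further: 0% = DMSO and -100% = full killing by reference compound; nearly all actives have a fitted effect of over 55% in size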
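Cells: H1299 p53ts (A138V), 600/well, pre-incubated 16–30 h at 37C. Cpd up to 46 uM, 24 h, 32C. Readout: ATPlite luminescence, 20 min RT. Normalization: DMSO vs tamoxifen 100 uM. AC50 by Hill equation.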
Numbers without * were called inactive; ? = inconclusive; nt = no result given; & = joins results of further samples; [ ] = dose if it differs, or a comment. Unless noted, the call rests on the fitted dose curve; in most records, active means well fitted curve in the direction sought with a large enough effect; inconclusive means small, poorly fitted or top-dose-only effect, or another doubt; inactive means no such curve, though single readings can be large; an effect the other way counts as inactive or inconclusive. Unless noted, on the % scale 0 is the no-effect control and ±100 the full control effect; potency means the concentration at half of the fitted maximal effect.

SMILES	Imprint erasure	IkB signaling	p53ts 39C kill	p53ts 32C tox
COc1ccccc1NC(=O)NCCN1C(=O)C2C3C=CC(C3)C2C1=O (stereo not drawn)	-6%	-1.5%	-18%	-4%
Cc1ccc(-c2csc(NC(=O)CSc3ncn(-c4ccccc4)n3)n2)cc1	-11%	-0.7%	1%	4%
CCOC(=O)CCCN	-10%[10.9 µM]	0.7%[11.4 µM]	6%[9.22 µM]	0%[9.22 µM]
COc1ccc(N2CCN(C(=O)CSc3nnc(C)c(=O)[nH]3)CC2)cc1	-29%	0.1%	-4%	2%
CCOC(=O)c1[nH]c(C)c(CCC(=O)N2CCN(c3cccc(OC)c3)CC2)c1C	-2%[10.9 µM]	-0.4%	-14%	3%
Cc1ccccc1CN1c2ccccc2-c2nc(SCC(=O)c3ccccc3)ncc2S1(=O)=O	3%[10.9 µM]	0.3%	-5%	4%
COC(=O)c1sc2nc3c(cc2c1N)COC(C)(C)C3	-28%	-1.9%	?	?
COc1ccccc1NC(=O)C1CC(=O)N(c2ccc(F)cc2)C1 (stereo not drawn)	2%	3.0%	8%	1%
O=C(CC1C(=O)N(c2ccc(F)cc2)C(=O)N1Cc1ccc2c(c1)OCO2)Nc1ccc(Cl)cc1 (stereo not drawn)	-3%[10.9 µM]	?	-30%	-2%
O=S(=O)(NCCc1ccncc1)c1ccc(S(=O)(=O)N2CCCCCC2)cc1	-11%	0.3%	-4%	-2%
COC(=O)[C@@]1(Cc2ccc(OC)cc2)[C@H]2c3cc(C(=O)N4CCCC4)n(Cc4ccc(C)c(F)c4F)c3C[C@H]2CN1C(=O)c1ccccc1	-14%	nt	12%	22%
Cn1c2ccccc2c2c(C(=O)N3CCN(c4ccc(F)cc4)CC3)cn(C3CCCCC3)c(=O)c21	-9%[10.9 µM]	0.5%	-7%	8%
CCn1c(=NC(=O)c2ccc3c(c2)OCCO3)sc2c(C)ccc(OC)c21	-14%[10.9 µM]	-2.0%	10µM*	-17%
CCCCCOc1ccc(OC(=O)c2ccncc2)cc1	-21%	-3.3%	-11%	0%
COc1ccc(C2N3CC4(C)CN2CC(c2ccccc2)(C3)C4=O)cc1OC (stereo not drawn)	19%[10.9 µM]	?	-6%	8%
CCCCCn1c(CCCNC(=O)c2ccccc2)nc2ccccc21	-6%[10.9 µM]	?	9%	-5%
CCCn1c(N)c(C(c2ccc(C(=O)OC)cc2)N2CCN(c3ccccc3)CC2)c(=O)[nH]c1=O (stereo not drawn)	-24%	4.1%	-10%	5%
CCN(Cc1ccccc1)C(=O)Cn1c(=O)n(-c2ccc(Cl)cc2)c(=O)c2c(C)c(C)sc21	-10%[10.9 µM]	?	9%	-4%
Cc1ccc(S(=O)(=O)NC2(C(F)(F)F)NC(=O)N(CCc3ccccc3)C2=O)cc1 (stereo not drawn)	8%[10.9 µM]	2.0%	18%	4%
COC(=O)c1ccc(/C=N\n2c(C)nnc2C)cc1	nt	nt	2%	-4%
Clc1ccc(Oc2nc(N3CCOCC3)nc(N3CCOCC3)n2)c(C2CCCCC2)c1	12%	-0.7%	5%	-2%
O=C(NCC1CCCO1)c1ccc(S(=O)(=O)N2CCC(c3nc4ccc(Cl)cc4[nH]3)CC2)cc1 (stereo not drawn)	nt	nt	4%	-10%
Cc1ccc(Cl)cc1NC(=O)Cn1c(=O)n(CCC(=O)N2CCc3ccccc3C2)c(=O)c2ccccc21	12%[10.9 µM]	?	29%	7%
CC(C)Nc1nc(C#N)nc(NC(C)C)n1	-8%	1.4%	3%	4%
N#CC12CCCCC1CC1CCCCC1(C#N)N2CCO (stereo not drawn)	-14%	1.1%	-19%	0%
More entries follow.
SMILES	Imprint erasure	IkB signaling	p53ts 39C kill	p53ts 32C tox
O=S1(=O)c2ccccc2N(Cc2ccc(Cl)cc2F)c2ccccc21	-8%[10.9 µM]	2.8%	2%	-1%
C[C@@]12C(=O)OC(=O)[C@@]1(C)C1CCC2O1	1%	nt	81%[activator]	141%[activator]
COc1ccccc1NC(=O)Cn1cnc2c(cnn2-c2ccccc2)c1=O	-12%	?	-4%	1%
CN(C)c1ncc2nc(-c3ccc(F)cc3)c(=O)n(Cc3ccc(F)cc3)c2n1	-1%	-0.1%[11.4 µM]	-6%	-3%
CC(OC1=CC(=O)CCC1)C(=O)c1ccccc1 (stereo not drawn)	1%	-1.1%	23%	-2%
COC(=O)C1=C(C)Nc2nnnn2C1c1ccccc1Cl (stereo not drawn)	nt	nt	13%	10%
CC(/C=C/c1ccccc1)=N/NC(=O)c1cnccn1	nt	nt	31%	0%
CC(C)c1nn2c(=O)cc(COC(=O)c3cccs3)nc2s1	-8%[10.9 µM]	30%	-15%	-5%
O=C(NC1CCCCC1)N(CCN1CCOCC1)Cc1cc2cc3c(cc2[nH]c1=O)OCCO3	9%	-0.4%	-3%	10%
COC(=O)C/C=C\[C@@H](C)[C@@H](/C=N\O[C@@H](C)c1cc(-c2c(C)cc(C)cc2C)no1)NS(=O)(=O)c1ccc(C)cc1	nt	nt	-6%[9.22 µM]	1%[9.22 µM]
CN(C)c1oc(-c2ccc(OCc3ccccc3)cc2)nc1C#N	-46%[inhibitor]	-2.6%	3%	-2%
CN(c1ccccc1)S(=O)(=O)c1ccc(NC(=O)c2nc(S(C)(=O)=O)ncc2Cl)cc1	-39%[inhibitor][10.9 µM]	?	3.2µM*	?
COc1cccc(C(=O)CSc2nc3ccccc3n2CC(=O)N(C(C)C)C(C)C)c1	nt	nt	-15%	-1%
Cc1ccc(C)c(N2CCN(C(=O)Cn3cnc4nc5c(cc4c3=O)CCCC5)CC2)c1	-8%[10.9 µM]	?	-13%	5%
Cc1c(N=C2NC(=O)C(CC(=O)Nc3ccccc3)S2)c(=O)n(-c2ccccc2)n1C (stereo not drawn)	-1%	3.8%	9%	1%
COc1ccc(S(=O)(=O)N2CCC(C(=O)NCC(c3cccs3)N(C)C)CC2)cc1 (stereo not drawn)	-18%	1.0%	-7%	10%
O=c1c(CCc2ccccc2)nc2cnc(Oc3ccccc3)nc2n1C[C@H]1CCCO1	nt	0.4%[11.4 µM]	8%	7%
Cc1ccc(-n2nnnc2SCC(=O)N2CCc3ccccc3C2)cc1	7%	?	-11%	5%
O=C(NCCCN1CCN(c2ccccc2F)CC1)c1cc2c(Cl)nc3ccccc3c2s1	11%[10.9 µM]	-0.9%	?	-10%
Cc1ccc(-n2c(CSc3nc(C)cc(C)n3)nnc2SCC(=O)N2CCCC2)cc1	-8%	-2.7%	1%	10%
N#CCCNc1ccc(OCCC#N)cc1	3%	0.8%	-5%	-1%
Cc1ccc(C(=O)Nc2ccc(C(=O)OCc3cc(=O)n4nc(C5CC5)sc4n3)cc2)cc1	11%[10.9 µM]	0.9%	-23%	-1%
Oc1ccc(O)c2c(O)cccc12	-16%	?	7%	-19%[1.84 µM]
CC(=O)c1ccc(S(=O)(=O)Nc2ccc(-c3ccc(N4CCCCC4)nn3)cc2)cc1	5%[10.9 µM]	?	4µM*	?
CNC(=O)C1CCN(Cc2cc3ccccc3n2Cc2cccc(C)c2)CC1	-18%[10.9 µM]	?	-9%	2%
The listing continues:
SMILES	Imprint erasure	IkB signaling	p53ts 39C kill	p53ts 32C tox
CCOC(=O)N1CCN(C(=O)C2CCC(=O)N2C(C)C)CC1 (stereo not drawn)	2%	1.0%	7%	2%
Cc1noc2ncnc(NCc3cccc(Cl)c3)c12	-8%[10.9 µM]	?	-11%	-8%
CCN(c1cc(C)cc(C)c1)S(=O)(=O)c1nnc(NC(=O)c2cccs2)s1	-15%[10.9 µM]	?	0%	-3%
Cc1noc(C)c1CSc1nnc(C)c(=O)[nH]1	-12%	0.1%	4%&-10%	-1%&5%
CCOC(=O)c1ccc(S(=O)(=O)NC2CCCCCCC2)n1C	-13%	2.3%	-10%	-11%
O=C(COc1ccccc1)Nc1c(C(=O)N2CCN(c3ccc(F)cc3)CC2)oc2ccccc12	-8%[10.9 µM]	-0.1%	14%	5%
Cn1nc(OCc2ccccc2)ccc1=O	-51%[inhibitor]	0.7%	-10%	-15%
COc1ccc(N2CC(NC(=O)C(c3ccccc3)c3ccccc3)CC2=O)cc1 (stereo not drawn)	-17%[10.9 µM]	0.1%	-9%	-8%
Cc1cc2oc(C(=O)Nc3ccc(S(=O)(=O)N(C)Cc4ccccc4)cc3)cc(=O)c2cc1C	-10%[10.9 µM]	0.3%	-3%	-3%
COc1cccc(C(=O)N(Cc2nc(-c3ccc(C)cc3)no2)C(C)C)c1	-26%	4.1%	0%	7%
O=C(CN1C(=O)CC(c2ccco2)Sc2ccccc21)Nc1ccccc1F (stereo not drawn)	-16%	?	16%	10%
O=C(NCc1n[nH]c(=S)n1-c1ccc(F)cc1)c1ccco1	-2%	-0.7%	4%	5%
Cc1ccc(C)c(NC(=O)CN2CCCN(Cc3cccc(Cl)c3)S2(=O)=O)c1	8%[10.9 µM]	?	-23%	-7%
CN(C)C=Nc1ccc2nn(-c3ccccc3)nc2c1	nt	nt	?	?
CCN(CC)CCn1c(-c2ccccc2)nc2c(NC3CCCCC3)nc(C)nc21	-6%	nt	-2%	-2%
COc1cc(S(=O)(=O)N2CCCCCC2)c(OC)cc1Br	-11%	-0.4%	3%	-1%
COC(=O)[C@@]1(Cc2ccc(F)cc2)[C@H]2c3cc(C(=O)N(C)C)n(CCF)c3C[C@H]2CN1C(=O)c1ccccc1	-4%	nt	-4%	0%
CC(C)CN1CCCC2(CCN(C(=O)c3ccco3)CC2)C1	nt	1.0%[11.4 µM]	8%	-8%
CC1Cc2cc(/C(O)=C3\C(=O)C(=O)N(CCN(C)C)C3c3ccccc3F)ccc2O1 (stereo not drawn)	-16%	8.1%	4%	1%
COc1ccc2[nH]c3cc4c(=O)c5cc(OC)ccc5[nH]c4cc3c(=O)c2c1	-4%[10.9 µM]	-0.7%[11.4 µM]	6%[9.22 µM]	5%[9.22 µM]
CCSc1ncc(Cl)c(C(=O)N2CCN(c3ccc(OC)cc3)CC2)n1	-9%[10.9 µM]	?	0%	4%
CCOC(=O)N1CCN(S(=O)(=O)c2cc(Br)cnc2N)CC1	16%	1.6%	-12%	-9%
COc1ccc(C(c2sc3nc(C)nn3c2O)N2CCN(Cc3ccccc3)CC2)cc1OC (stereo not drawn)	6%	-2.4%	6%	-11%
CCN1C(=O)c2cccc3c(S(=O)(=O)Nc4ccc(O)c(C(=O)O)c4)ccc1c23	-4%[10.9 µM]	?	26%	-1%
Cc1cc(C(=O)Nc2ccc(S(=O)(=O)Nc3nccs3)cc2)c(C)o1	-6%	2.4%	-4%	1%

Profiles as entered above. Screens in order: Imprint erasure	IkB signaling	p53ts 39C kill	p53ts 32C tox
COc1ccc2[nH]c3cc4c(=O)c5cc(OC)ccc5[nH]c4cc3c(=O)c2c1 is listed as -4%[10.9 µM]	-0.7%[11.4 µM]	6%[9.22 µM]	5%[9.22 µM]
Cn1nc(OCc2ccccc2)ccc1=O is listed as -51%[inhibitor]	0.7%	-10%	-15%
CCN1C(=O)c2cccc3c(S(=O)(=O)Nc4ccc(O)c(C(=O)O)c4)ccc1c23 is listed as -4%[10.9 µM]	?	26%	-1%
CC1Cc2cc(/C(O)=C3\C(=O)C(=O)N(CCN(C)C)C3c3ccccc3F)ccc2O1 (stereo not drawn) is listed as -16%	8.1%	4%	1%
O=C(NCc1n[nH]c(=S)n1-c1ccc(F)cc1)c1ccco1 is listed as -2%	-0.7%	4%	5%

Continuation:
SMILES	Imprint erasure	IkB signaling	p53ts 39C kill	p53ts 32C tox
CCc1ccc(-c2nc(CN3CCC(C(=O)NCc4ccccc4OC)CC3)c(C)o2)cc1	-26%	-0.6%	-18%	-19%
CC(C)N1C(=O)CCC1C(=O)N1CCC(Cc2ccccc2)CC1 (stereo not drawn)	-29%	1.3%	4%	-3%
O=C(Cc1ccc(F)cc1)Nc1c2c(nn1-c1cccc(Cl)c1)CS(=O)C2 (stereo not drawn)	-5%	0.4%	-2%	1%
Cc1cc(=O)[nH]c(Nc2c(C)n(C)n(-c3ccccc3)c2=O)n1	-13%	-1.1%	-14%	-2%
COc1ccc(NC(=O)CSc2oc(-c3cccs3)nc2S(=O)(=O)c2ccccc2)c(OC)c1	-12%[10.9 µM]	?	6%	-4%
Cc1ccc(NC(=O)NC2=N/C(=C(/C#N)C(=O)N3CCCC3)c3ccccc32)cc1	-8%	?	7%	9%
